# Source: PubChem
# S3 lipid droplet – qHTS Assay for Lipid Storage Modulators in Drosophila S3 Cells; Drosophila S3 cells, BODIPY lipid droplet fluorescence, 18-24 h; cells fed with added oleic acid; lipid storage change, negative = inhibition, % at the top dose, mostly 46.1 µM; hits show Potency in µM; 0.64% of 320,000 active; active = well fitted inhibition curve with a large enough effect in the signal ratio, with a control signal flat, not every such curve was filed as active; inconclusive = small, poorly fitted or top-dose-only effect, or effect the other way, or a change in a side signal; the % refers to the signal ratio
#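 Drosophila S3 cells loaded with oleic acid (400 uM, as added) and compounds at several concentrations; lipid droplets imaged by 488-nm laser-scanning cytometry, 500–530 nm intensity and object ratio to cell channel. Percent activity normalized to 20 uM Triacsin C.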
# S3 lipid droplet cell count max – also measured in S3 lipid droplet; calls as there; cell number change, %; measured here: cell count max response;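 cells counted by Cell Tracker Red CMTPX staining in the red channel; peak over a dose series mostly up to 46.1 µM; percent activity relative to internal control wells on each plate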
# * marks the source's active call; other numbers are inactive results; i = inactive; ? = inconclusive; / = no result given. % is set by controls: 0 for no effect and ±100 for the full control effect; potency is the fitted concentration of half-maximal effect. An excerpt, so the mix of outcomes need not match the whole.
SMILES,S3 lipid droplet,S3 lipid droplet cell count max
Cc1nc(-c2cn[nH]c2-c2ccc(O)cc2O)cs1,?,/
Cc1csc(NC(=O)c2sc3nc(-c4cccs4)ccc3c2N)n1,?,/
Cc1cc(C)c(S(=O)(=O)Nc2ccc(O)cc2)c(C)c1,?,/
Cc1ccc(C)c(S(=O)(=O)Nc2ccc(C(=O)NCCCN3CCCC3=O)cc2)c1,?,/
CCOC(=O)N1CCN(C(=O)/C=C/c2ccc([N+](=O)[O-])cc2)CC1,?,/
N#C/C(=C\c1c(F)cccc1Cl)C(=O)NC1CC1,?,/
Cc1ccccc1C(=O)N1CCN(c2ccc([N+](=O)[O-])c(N3CCOCC3)c2)CC1,18.0%,-20.7
O=C(CN(Cc1ccc(F)cc1)C(=O)c1ccco1)NCc1ccc(F)cc1,i,/
COC(=O)C1=C(C)N(Cc2ccccc2)C(=NCCCCO)N[C@H]1c1cccc(C(F)(F)F)c1,?,/
O=C(Nc1cccnc1)C1OCCc2ccccc21 (configuration not stated),?,/
O=C(OCc1ccccc1)N1CCOCCN(C(=O)OCc2ccccc2)CCOCC1,7.0%,4.7
COc1cc(CNc2nnnn2C)ccc1OCc1ccc(F)cc1Cl,-0.6%,-0.7
COc1cccc2cc(C(=O)NCCc3c[nH]c4ccccc34)c(=O)oc12,-5.5%,-9.2
CCc1ccc(/C=N\NC(=O)c2ccc(Br)o2)s1,?,/
COCCN(C(=O)CCC(=O)Nc1nccs1)C(C(=O)NC(C)(C)C)c1ccc(Cl)cc1 (configuration not stated),10.4%,1.9
Cc1cccc(C)c1NC(=O)NC1(C(=O)N2CCCC2)CCCCC1,?,/
COc1ccccc1N1CCN(C(=O)c2cn(-c3ccccc3)nc2-c2cccnc2)CC1,?,/
COc1cccc(N2CCN(S(=O)(=O)c3cn(C)cn3)CC2)c1,11.3%,4.6
CCOCCn1c(=NC(=O)CSCC(=O)Nc2cc(C)on2)sc2cc(OC)ccc21,-12.0%,14.0
O=C(CSc1nnc(-c2ccccc2)c(-c2ccccc2)n1)NC1CCS(=O)(=O)C1 (configuration not stated),i,/
COc1ccc(-n2nc3c(N4CCC(C(=O)NCc5ccccc5)CC4)nnc(C)c3c2C)cc1,?,/
Cc1cccc(Cn2cnc3c(NS(C)(=O)=O)c(C)c(C)cc32)c1,?,/
CCCCCSc1nc(O)cc(=O)[nH]1,?,/
Nc1c(C(=O)Nc2ccc(Cl)c(Cl)c2)sc2nc(-c3cccnc3)ccc12,?,/
Cc1ccsc1C(=O)Nc1cc(C(C)(C)C)nn1-c1ccccc1,?,/
CCOc1ccc(NC(=O)CN(C)C(=O)c2ccc(N3CCCCC3)c([N+](=O)[O-])c2)cc1OCC,?,/
COc1cccc(-n2c(SCC(=O)NC(C)(C)C)nnc2-c2ccoc2C)c1,?,/
CCCCOc1cc(C)nc(NCc2ccccc2)n1,?,/
COc1ccc2c(CC(=O)N[C@@H](Cc3c[nH]c4ccccc34)C(=O)O)cc(=O)oc2c1,?,/
COC(=O)C1=C(C(=O)OC)[C@@H]2N(Cc3ccccc3)c3ccccc3[C@@]23C[C@@H](C(=O)OC)N(C(=O)CC(C)C)C3=N1,?,/
COc1ccccc1C(=O)NCC(=O)NC(C)CCc1ccccc1 (configuration not stated),?,/
O=C(COc1c(F)c(F)cc(F)c1F)NC(=O)NC1CCCC1,14.9%,-29.7
Cc1ccc(N(C(=O)CNC(=O)c2ccco2)C(C(=O)NC2CCCCC2)c2ccncc2)cc1F (configuration not stated),?,/
O=C(CN1CCCc2ccccc21)NCCc1ccc(F)cc1,?,/
COc1cc(OC)cc(C(=O)NC(c2ccccc2)c2ccccc2)c1,i,13.2
COc1ccccc1N=c1scc(-c2ccc3c(c2)NC(=O)CO3)n1CC1CCCO1 (configuration not stated),i,-14.6
O=C(CSc1nc2[nH]c(=O)cc(O)c2s1)Nc1ccc(Br)cc1,?,/
COc1ccc(N(CC(=O)Nc2cc(C)ccc2C)S(=O)(=O)c2ccccc2[N+](=O)[O-])c(OC)c1,-7.7%,-6.9
COc1ccc(CCNC(=O)c2cc(CC(C)C)on2)cc1OC,?,/
Cc1ccc2[nH]cc(C(=O)CN3CCN(c4ccccc4F)CC3)c2c1,?,/
O=C(NCc1cccnc1)c1cc2ccccc2oc1=O,?,/
COc1ccc(-c2csc3nc(C)nc(N4CCC(C)CC4)c23)cc1OC,1.3%,10.5
O=C(CN1CCN(c2ccc(O)cc2)CC1)Nc1cc(S(=O)(=O)N2CCOCC2)ccc1Cl,21.5%,-11.6
CCc1ccc(NC(=O)N(Cc2ccco2)C(C)c2cccs2)cc1 (configuration not stated),?,/
CNS(=O)(=O)c1cccc(C(=O)OCC(=O)NC(C)CCc2ccccc2)c1 (configuration not stated),-4.8%,14.0
Cc1cccc(NC(=O)C(=O)N/N=C/c2ccncc2)c1,?,/
COc1ccc(CCNC(=O)COC(=O)c2ccco2)cc1OC,-10.0%,-16.7
O=C(N/N=C/c1ccc(Sc2ccccn2)o1)c1cc2ccccc2cc1O,-9.7%,/
CCC(c1nnnn1Cc1ccc(F)cc1)N1CCN(C2CCCCC2)CC1 (configuration not stated),?,/
COc1ccc(Cl)cc1N(C(=O)c1ccco1)C(C(=O)NC1CCCC1)c1ccco1 (configuration not stated),?,/
c1cn2cc(CSC3CCCCC3)nc2s1,?,/
O=C(CN1C(=O)c2ccccc2C1=O)Nc1cccc(Cl)c1,10.2%,4.2
Cc1ccc(S(=O)(=O)N2CCN(C(=O)COC(=O)CSc3ccc(C)c(C)c3)CC2)c(C)c1,?,/
S=C1NC[C@H](Cc2ccccc2)N1CCc1cccc2ccccc12,10.7%,0.7
Cc1n[nH]c(=S)n1Cc1ccccc1,15.5%,7.9
O=C(Nc1ccccc1C(F)(F)F)c1cc(-c2ccco2)on1,?,/
COc1cc(OC)cc(-c2c(C#Cc3ccsc3)c3cc(-c4ccc(OC)nc4)ccc3n2C)c1,?,/
O=C1c2ccccc2NC(c2cccc(O)c2)N1O (configuration not stated),11.4%,12.1
O=C(Nc1ccc(Cl)cc1)Nc1nc(-c2ccccc2O)cs1,?,/
Cc1ccc(-c2nc(C#N)c(NCc3ccco3)o2)cc1,?,/

# Next part
SMILES,S3 lipid droplet,S3 lipid droplet cell count max
CCn1ncc(NC(=O)Nc2cccc(C(F)(F)F)c2)c1C(N)=O,?,/
O=C(CN1CCCCCC1)N/N=C/c1ccc(Cl)c(Cl)c1,?,/
O=C(Nc1nnc(C2=COCCO2)o1)c1ccc(Br)cc1,?,/
N#Cc1c(N2CCCC2)nsc1-c1ccccc1,?,/
S=C(NCc1ccc2c(c1)OCO2)NCc1ccc2c(c1)OCO2,?,/
O=[N+]([O-])c1ccc(S(=O)(=O)Nc2nnc(C3CCCCC3)s2)cc1,?,/
O=C1c2ccccc2C(=O)C1c1ccc2ccccc2n1,?,/
Cc1nc(NS(=O)(=O)c2ccccc2)sc1C(=O)NNS(=O)(=O)c1ccccc1,?,/
CS(=O)(=O)N1CCC(Oc2ccccc2C(=O)NC(C2CC2)C2CC2)CC1,-10.8%,0.2
CCCn1nnnc1NCc1ccccc1F,?,/
Fc1ccc(-c2csc(-c3ccc(C4SCCS4)cc3)n2)cc1F,1.4%,22.1
CCOC(=O)Cn1c(-c2ccccn2)nc2ccccc21,15.5%,-5.1
COc1ccc2cc(C(N)=O)c(=Nc3ccc(C)cc3)oc2c1,?,/
COc1ccc(-c2csc(NC(=O)c3cc(C)on3)c2C#N)cc1OC,i,-9.3
O=C(Nc1ccccc1)NC1(C(=O)N2CCN(C(=O)c3ccco3)CC2)CCCCC1,?,/

# Whole records as entered above.
# CCOC(=O)Cn1c(-c2ccccn2)nc2ccccc21 as listed: S3 lipid droplet: 15.5%; S3 lipid droplet cell count max: -5.1
# CS(=O)(=O)N1CCC(Oc2ccccc2C(=O)NC(C2CC2)C2CC2)CC1 as listed: S3 lipid droplet: -10.8%; S3 lipid droplet cell count max: 0.2
# O=[N+]([O-])c1ccc(S(=O)(=O)Nc2nnc(C3CCCCC3)s2)cc1 as listed: S3 lipid droplet: ?; S3 lipid droplet cell count max: /

# 4 of the compounds above, as labelled records.
SMILES: O=C1c2ccccc2C(=O)C1c1ccc2ccccc2n1
  S3 lipid droplet: ?
  S3 lipid droplet cell count max: /
SMILES: Cc1nc(NS(=O)(=O)c2ccccc2)sc1C(=O)NNS(=O)(=O)c1ccccc1
  S3 lipid droplet: ?
  S3 lipid droplet cell count max: /
SMILES: O=C(CN1CCCCCC1)N/N=C/c1ccc(Cl)c(Cl)c1
  S3 lipid droplet: ?
  S3 lipid droplet cell count max: /
SMILES: S=C(NCc1ccc2c(c1)OCO2)NCc1ccc2c(c1)OCO2
  S3 lipid droplet: ?
  S3 lipid droplet cell count max: /

# Next part
SMILES,S3 lipid droplet,S3 lipid droplet cell count max
O=C1NC(=Nc2ccccc2)/C(=C/c2ccco2)S1,2.7%,11.6
CCOC(=O)C1CCCN(S(=O)(=O)c2cc(Br)cc3c2N(C(C)=O)CC3)C1 (configuration not stated),?,/
CCn1cc(C(=O)N2CCCC(CO)(Cc3ccccc3C)C2)cn1 (configuration not stated),-5.3%,25.4
COc1ccc(-c2cc3ccc(OCC(C)=O)cc3oc2=O)cc1,?,/
O=S(=O)(c1ccc(Cl)nc1)N1CCN(Cc2ccc3c(c2)OCO3)CC1,?,/
O=C(ON=C1CCN(S(=O)(=O)c2ccccc2)CC1)c1cccc(Cl)c1,6.2%,-5.9
CCOC(=O)c1sc(N)c(C#N)c1CSc1nnc(C2CC2)n1N,i,-4.5
O=[N+]([O-])c1ccccc1/C=N/N1CCN(Cc2ccccc2)CC1,1.3µM*,-5.3*
CC(c1ccccc1C(O)(c1ccccc1)c1ccccc1)N(C)C (configuration not stated),5.1%,15.4
CCOc1ccc(-c2noc(COC)n2)cc1OC,?,/
CN(C)C1=NCC(CSC(=N)N)S1 (configuration not stated),-0.5%,-0.3
COc1ccc(NC(=O)c2ccc(CNc3c(NC4CCCCC4)c(=O)c3=O)cc2)cc1OC,?,/
Cn1cnnc1SCC(=O)Nc1ccccc1C(=O)NC1CCCC1,?,/
O=C(Nc1nnc(C2=COCCO2)o1)c1cccc([N+](=O)[O-])c1,31.5%,17.4
Cc1ccc(S(=O)(=O)N(CC(=O)N2CCC(C(N)=O)CC2)Cc2ccc(F)cc2)cc1,?,/
Cc1c(C(=O)OCC(=O)NCCc2ccc(S(N)(=O)=O)cc2)oc2ccccc12,?,/
CCn1c(SCC(=O)Nc2ccc(C(C)=O)cc2)nc2ccccc21,i,3.2
O=C1NN(c2ccccc2)C(=O)/C1=C\c1coc2ccc(O)cc2c1=O,-24.6%,-7.1
CCOc1cc(/C=N/NC(=O)c2ccccc2OCc2ccc(F)cc2)ccc1O,?,/
O=C(OCC1CC(c2ccccn2)=NO1)c1ccc(Br)cc1 (configuration not stated),17.8%,8.3
N#C/C(=N\Nc1ccc([N+](=O)[O-])cc1)C(=N)N1CCOCC1,?,/
O=C1CC(c2cc(Br)ccc2F)c2cc3c(cc2N1)CCC3 (configuration not stated),?,/
O=C(CNC(=O)c1ccccc1F)NCCCN1CCCC1=O,?,/
c1ccc2c(c1)oc1c(Nc3ccc4c(c3)OCO4)ncnc12,?,/
Cc1cnc(NC(=O)c2ccncc2)s1,-4.8%,/
O=C(NCc1ccc(F)cc1)c1cccc2c1C(=O)c1ccc(Cl)cc1S2(=O)=O,?,/
C=CCn1c(SCC(N)=O)nnc1-c1cccc(Br)c1,?,/
COc1ccc(Br)cc1S(=O)(=O)n1nc(C)cc1C,-16.2%,-4.7
O=C1CCCc2c1cc(C(=O)NCc1ccco1)c(=O)n2-c1ccccc1,12.5%,1.2
COC(=O)c1ccccc1NC(=O)c1noc2c1CC(C(C)(C)C)CC2 (configuration not stated),?,/
c1nc(NCCN2CCOCC2)c2c3c(sc2n1)CCCCC3,11.4%,-1.6
O=C(CN1C(=O)NC2(CCCCC2)C1=O)N1CCOCC1,?,/
Nc1cccc(CP(=O)(c2ccccc2)c2ccccc2)c1,14.8%,-19.2
COc1ccc(OC)c(-n2nnnc2SCC(=O)Nc2ccccc2N2CCOCC2)c1,13.4%,12.7
CN(C)S(=O)(=O)c1cc(C(=O)Nc2ccn(C)n2)c(Cl)cc1Cl,?,/
C/C(CC(=O)Nc1ccc(Cl)cc1C(F)(F)F)=N\NC(N)=S,?,/
O=C(NCc1cccnc1)C1CCN(c2ccc(S(=O)(=O)N3CCOCC3)cc2Cl)CC1,-21.4%,0.8
CC1=C(C#N)C(=O)N(C2CCS(=O)(=O)C2)C(=O)/C1=C\c1ccc(C)o1 (configuration not stated),-24.0%,/
CC(C)Cn1c(-c2ccc(F)cc2)n[nH]c1=S,?,/
O=S(=O)(NCC1CCCO1)c1ccc(Oc2ccccc2)cc1 (configuration not stated),?,/
C/C(=N\NC(=O)CN(c1ccc(C)cc1)S(C)(=O)=O)c1cccs1,?,/
CN(C)N=Nc1ccc(-c2cn(Cc3ccccc3)cn2)cc1,?,/
O=C(CCc1nc2ccccc2c(=O)[nH]1)N1CCN(c2ccc(F)cc2)CC1,?,/
CCCc1nnc(NC(=O)CCC(=O)NCc2ccc(OC)cc2)s1,-6.9%,7.2
COc1ccc(Br)cc1CN1CCCC(C(=O)N2CCCCCC2)C1 (configuration not stated),-2.5%,-0.4
O=C(NCc1ccc(F)cc1)C1CCN(S(=O)(=O)c2cccnc2)CC1,-9.2%,-21.5
O=C(O)c1cc(-c2cccs2)nc2ccc(Br)cc12,?,/
CCC(C)N1C(=O)/C(=C/c2c(NCCCOC(C)C)nc3c(C)cccn3c2=O)SC1=S (configuration not stated),?,/
CCOCC(O)CSCc1ccc(Cl)cc1 (configuration not stated),-17.7%,-9.1
CCOC(=O)/C(=N\O)C1=NC(C)(C)Cc2ccccc21,0.7%,-7.7
COc1ccc(NC(=O)C(C/C=C(/C)Cl)C(C)=O)cc1 (configuration not stated),?,/
